EP2 mod: EP2 receptor (human) modulation; actives 0.83% (n = 260,000); P43116; AID 940; induction, % at 25 µM; EP2-expressing cells, cAMP HTRF FRET, PGE2 co-stimulation;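 active = compounds whose cAMP rise, as percent of the full-agonist control response, exceeds 60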;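 note: rat C6 glioma line stably carrying human EP2 under a CMV promoter; the protocol text gives 20 µM as final concentration; 100% = response of wells given 1 µM PGE2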
Target sequence (P43116 whole entry, looked up): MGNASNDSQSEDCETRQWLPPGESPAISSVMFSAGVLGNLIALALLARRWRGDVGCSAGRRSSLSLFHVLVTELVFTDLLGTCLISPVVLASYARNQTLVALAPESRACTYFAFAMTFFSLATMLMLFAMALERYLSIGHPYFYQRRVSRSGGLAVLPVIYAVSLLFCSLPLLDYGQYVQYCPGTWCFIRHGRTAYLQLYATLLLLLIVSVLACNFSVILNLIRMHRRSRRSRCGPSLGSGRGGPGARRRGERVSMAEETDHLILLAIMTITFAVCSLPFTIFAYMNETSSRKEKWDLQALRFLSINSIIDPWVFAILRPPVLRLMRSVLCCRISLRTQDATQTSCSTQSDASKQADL
Calpain2 inh: calpain II (pig) inhibition; purified calpain II, fluorogenic peptide substrate, 30 min; inhibition, % at 16 µM; actives 0.37% (n = 220,000);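 active = inhibition above about 50%, limit read from the data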
PERK inhibitor: inhibitors of human PERK kinase | Q9NZJ5 | CHO PERK-DD fusion, SEAP luminescence translation reporter | inhibition, % at 5.6 µM | actives 0.17% (n = 220,000) | AID 1416;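 active = inhibition above the mean inhibition of all tested compounds plus 3 SD, set separately per screening campaign, cut at about 2.9% in these data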;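 note: PERK kinase domain activated by AP20187 dimerizer at 100 nM; 0% = DMSO with dimerizer and 100% = rapamycin at 8.4 µM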
TRPN1 ag: activates the zebrafish TRPN1 channel. HEK293 zebrafish TRPN1-YFP, Fluo-8 calcium fluorescence; 100% = response to 87 µM carbachol. activation, % at 3 µM. actives 0.18% (n = 220,000);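 active = activation above its plate's cutoff, the mean activation of test wells on that plate plus 3 SD, cut at about 19% in these data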;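 note: 0% = DMSO alone and 100% = 87 µM carbachol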
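Material: zebrafish TRPN1-YFP in HEK293 cells. Doses: one dose of 3 µM, 0.3% DMSO. Incubation: dye 1 h 37 °C plus 30 min RT. Measured by: intracellular calcium fluorescence with Fluo-8.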
S1P4 ag: agonists of human S1P4 receptor. actives 0.35% (n = 220,000). S1P4-expressing cell line, agonist reporter assay. O95977. activation, % at 4.98 µM; in the data active = activation above about 11%;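 note: 0% = DMSO vehicle and 100% = reference agonist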
Target sequence (O95977 whole entry, looked up): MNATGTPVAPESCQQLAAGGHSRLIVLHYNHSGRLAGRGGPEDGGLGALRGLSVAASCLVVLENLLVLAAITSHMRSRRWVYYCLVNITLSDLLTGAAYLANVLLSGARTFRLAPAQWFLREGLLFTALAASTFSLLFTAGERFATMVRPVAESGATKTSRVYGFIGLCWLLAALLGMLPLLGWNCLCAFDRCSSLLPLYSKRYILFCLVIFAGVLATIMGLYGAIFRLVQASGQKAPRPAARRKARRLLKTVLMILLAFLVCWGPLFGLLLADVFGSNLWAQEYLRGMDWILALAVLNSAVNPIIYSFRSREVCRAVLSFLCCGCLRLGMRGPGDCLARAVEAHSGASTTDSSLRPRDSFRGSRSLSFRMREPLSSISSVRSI
TRPML3 ag: human mucolipin-3 channel agonism; actives 0.29% (n = 220,000); HEK293 TRPML3-YFP, Fluo-8 calcium fluorescence; 100% = the carbachol control signal; AID 1448; activation, % at 3 µM;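 active = activation above its plate's cutoff, the mean activation of the plate's test wells plus 3 SD, cut at about 12% in these data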;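 note: 0% = DMSO only wells and 100% = carbachol wells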
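Material: HEK293 cells stably carrying human TRPML3-YFP; compound dosing: single dose, 3 µM final nominal compound, 0.3% DMSO final; incubation: 1-h 37 °C dye load, 5-s basal, 120-s post-compound reads; technique: Fluo-8 intracellular calcium fluorescence, excitation 470-495 nm, emission 515-575 nm; read-out basis: percent activation from peak-to-basal fluorescence ratio, scaled between DMSO and carbachol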
Ba/F3 V617F tox: loss of viability in JAK2V617F-driven Ba/F3 cells; Ba/F3 EpoR-JAK2V617F viability, ATP luminescence; actives 1.1% (n = 220,000); inhibition, % at 5.6 µM;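 active = inhibition above the campaign mean plus 3 SD over all tested compounds, cut at about 24% in these data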;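 note: cytokine-independent growth of Ba/F3 cells driven by EpoR plus mutant JAK2; 0% = DMSO-treated cells and 100% = JAK inhibitor I control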
S1P4 antagonist: blocks the human S1P4 receptor. O95977. S1P4-expressing cells, antagonist mode, reporter read-out. inhibition, % at 4.98 µM. actives 0.26% (n = 220,000); in the data active = inhibition above about 29%;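 note: 0% = wells stimulated with agonist and 100% = vehicle wells without agonist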
BaF3 tox: parental Ba/F3 viability inhibition as JAK2V617F counter-screen. CellTiter-Glo ATP luminescence. inhibition, % at 5.6 µM. actives 1.1% (n = 220,000);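 active = inhibition above a per-campaign cutoff, the mean inhibition of all tested compounds plus 3 SD, cut at about 27% in these data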;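 note: 0% = DMSO wells and 100% = JAK Inhibitor I control wells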
An asterisk follows results filed as active; i = inactive; & = joins results of further samples.

SMILES	EP2 mod	Calpain2 inh	PERK inhibitor	TRPN1 ag	S1P4 ag	TRPML3 ag	Ba/F3 V617F tox	S1P4 antagonist	BaF3 tox
Nc1ccc(S(=O)(=O)NC2=NCCCCC2)cc1	23	-7	1.1	0.2	-1.0	0.6	-1	-7	4
O=C1Nc2ccccc2/C1=N\N=C\c1ccc(O)c(O)c1	-17	24	-0.6	0.1	-1.6	0.1	-3	5	-4
CCc1ccc(/C=N/Nc2ncnc3nc[nH]c23)cc1	-7	-1	-1.2	-0.9	1.1	0.5	1	-12	0
C/C(=N\Nc1cccc2cccnc12)c1ccc(C)cc1	-7	21	1.3	-1.1	0.3	0.1	2	0	0
CCOc1cc(/C=C(\C#N)C(=O)Nc2ccccc2[N+](=O)[O-])ccc1OCc1cccc2ccccc12	6	-79	0.4	0.9	1.9	1.4	0	-14	6
CCCn1c(NCc2cccc(OC)c2OC)nc2ccccc21	10&-18	10	-2.1	-1.9	2.2	-0.9	-1	-1	4
CCS(=O)(=O)N1Cc2ccccc2CC1C(=O)Nc1nc2c(C)cccc2s1 (stereo not given)	10	-17	-1.5	-1.2	-1.6	0.4	6	-8	10
COC(=O)c1ccc(NC2CC(=O)N(c3ccccc3C)C2=O)cc1 (stereo not given)	8	9	0.5	-0.4	-2.7	0.5	0	8	2
COc1ccc(N2CC(C(=O)Nc3nnc(SCC(=O)c4ccccc4)s3)CC2=O)cc1 (stereo not given)	14	-25	-0.2	1.2	-0.2	-0.1	4	25	8
CCOc1cc(C)nc(N2CCCC(C(=O)NCc3ccccc3F)C2)n1 (stereo not given)	43	-18	-0.9	-2.0	1.3	-1.6	2	-7	0
COc1ccc(Cl)cc1NC(=O)CN1C(=O)CSC1=O	-2&1	9	-0.9	-0.8	-0.5	0.5	5	12	0
COc1cccc(-c2nc(=S)c3c(n2CCCO)CCCC3)c1	9	-6	0.5	0.1	-0.6	0.1	-2	1	1
CCN1CCN(C(=O)Cn2ncc3ccsc3c2=O)CC1	5	-5	-0.1	0.1	1.7	1.1	-3	-7	-2
COc1ccc2nc(NC(=O)c3ccc(-n4nc(C)cc4C)cc3)sc2c1	-5	-495	1.5	0.1	-0.4	0.5	-1	-5	2
N=c1c2c(-c3ccccc3)c(-c3ccccc3)n(Cc3ccco3)c2ncn1CCCn1ccnc1	-36	0	-0.7	-1.3	0.6	-0.3	-2	5	2
CCCCc1cc(=O)oc2cc(C)c(CN3CCCC3)c(O)c12	36	-272	0.7	2.0	-3.2	0.3	0	12	4
CC(C)C(OC(=O)C1=Cc2ccccc2OC1)C(=O)NC1CCCC1 (stereo not given)	-75&-12	11	-0.2	-0.4	-0.4	0.8	-1	-16	6
CCn1c(C(=O)NC(C)c2ccc3c(c2)OCCO3)cc2sccc21 (stereo not given)	-16	8	-0.2	-1.5	-2.2	-0.9	0	1	11
COc1ccc(-c2csc(Nc3ccccc3)[n+]2CC(O)c2ccc([N+](=O)[O-])cc2)cc1 (stereo not given)	-25	19	0.5	-1.6	-0.7	1.5	-1	-1	2
O=C(CN(Cc1cccs1)C(=O)CCC(=O)Nc1nccs1)NCc1ccccc1	43	12	-0.4	-0.3	-3.3	0.5	3	-16	3
O=C(Oc1oc(-c2ccco2)nc1C=Nc1ccccc1)c1ccoc1	-11	-6	0.2	0.7	-0.2	0.7	-1	-9	4
NNc1ccc2nncn2n1	-2	-14	0.9	0.7	0.0	0.7	-3	-20	2
O=C(CSc1ccccn1)NCc1ccc2c(c1)OCO2	-7	-2	-0.4	-0.7	0.7	0.5	0	-10	-1
Cc1ccc(C(=O)NC2CCSC2=O)cc1 (stereo not given)	7	-45	1.0	0.0	-2.0	0.6	-1	-8	7
Cc1cnc(C(=O)OCC(=O)NC2CCCCCC2)cn1	14	-20	0.3	1.4	0.6	0.8	2	-15	5
The results go on.
SMILES	EP2 mod	Calpain2 inh	PERK inhibitor	TRPN1 ag	S1P4 ag	TRPML3 ag	Ba/F3 V617F tox	S1P4 antagonist	BaF3 tox
COc1cc(C2CC(=O)C3=C(C2)Nc2ncnn2C3c2cccs2)cc(OC)c1OC (stereo not given)	15	-29	-0.1	2.3	-0.7	0.0	1	9	1
CCCCN(C)C(=O)c1ccc2c(c1)N(CC)C(=O)c1ccccc1S2(=O)=O	18	-3	-0.5	0.5	1.8	-0.1	1	-7	5
O=C(CC(Nc1ccccc1Cl)C(=O)OCC(=O)c1cccs1)c1ccccc1 (stereo not given)	10	2	0.0	0.4	-0.9	0.3	-4	4	-3
CS(=O)(=O)N(CC(=O)N1CCN(c2ccc(F)cc2)CC1)c1ccc(F)c(Cl)c1	-9	8	-0.9	-0.8	1.8	1.4	-4	-24	0
COc1ccc(NC2SC(=O)N(CC(=O)O)C2=O)cc1 (stereo not given)	40	-21	1.4	2.6	0.4	0.2	0	3	1
CN(C)c1nnnn1-c1ccc(Cl)cc1	14	-29	0.8	0.5	1.4	0.0	0	-20	1
COC(=O)c1nnn(-c2nonc2N)c1COc1ccc(C=O)cc1OC	0	-13	1.5	-1.0	0.0	0.8	3	2	7
CSCCC(NC(N)=O)C(=O)N(C)CC(=O)Nc1cc(C)ccc1C (stereo not given)	18	5	-1.8	-0.1	0.4	0.1	4	7	6
CCc1nc2sc3c(c2c(=O)n1N)CCC3	-7	-23	1.2	0.0	0.7	-0.7	1	-5	5
COc1ccccc1NC(=O)COc1ccc(Br)cc1CNC1CCCC1	-6	-3	0.8	0.6	-1.4	0.6	6	6	8
CCNC(=S)NNC(=O)c1cc(-c2ccc(OCC)cc2)nc2ccccc12	1	-275	-1.2	0.2	-4.0	-0.1	24*	21	31*
O=C(Nc1ccccc1)Nc1ccc(F)c([N+](=O)[O-])c1	0	4	0.4	20*	-3.1	9.7	2	-17	8
CCn1c(N2CCN(C(=S)NCC(C)C)CC2)nc2ccccc21	-12	1	0.0	1.2	-0.6	0.8	0	-9	4
OCCNc1nc(Nc2cccc(O)c2)nc2ccccc12	-25	3	1.4	0.4	0.8	0.9	-3	-10	-12
Cn1c(NC(=O)c2ccc(F)cc2)c(-c2ccccn2)c(=O)c2ccccc21	1	22	-1.0	1.9	0.7	-0.6	5	-1	2
c1ccc2c(c1)nnn2-c1ncnc2sc3c(c12)CCCC3	49	-157	0.0	-0.5	1.4	-0.9	-2	-9	8
CN(C)CCN(C(=O)c1ccc2c(c1)OCCO2)c1nc2ccc(Cl)cc2s1	-21	0	1.2	0.7	0.6	0.9	1	-3	3
CC(C)(C)Nc1nc(OCC(F)(F)F)nc(OCC(F)(F)F)n1	36	-17	0.3	0.1	1.3	0.0	-2	-20	0
Cc1cc(C)cc(NC(=O)C(NCC2CCCO2)c2ccccc2)c1 (stereo not given)	10	7	-0.9	-1.2	0.9	-0.5	0	-19	6
O=C1CC(CC(=O)N/N=C/c2ccccc2[N+](=O)[O-])=NN1	29	15	0.3	0.2	0.9	1.2	3	-14	5
O=C(NC(=S)Nc1ccc(CN2CCCCC2)cc1)c1ccco1	-5	-14	-0.2	-0.1	1.5	0.8	2	-9	7
CC(=O)c1c(N2CCOCC2)nc2ccc(Br)cc2c1-c1ccccc1	55	14	-2.1	-3.0	0.6	-1.3	3	-4	2
Cc1nn(CCC#N)c(NC(=O)c2ccc(Cl)cc2Cl)c1P(=O)(Nc1ccc([N+](=O)[O-])cc1)N1CCOCC1 (stereo not given)	23	24	-1.0	0.7	1.8	-1.2	5	-14	4
CC(NC(=O)CCNS(=O)(=O)c1ccc2c(c1)c(=O)n(C)c(=O)n2C)c1ccccc1 (stereo not given)	15	-31	0.4	-0.1	-0.1	0.0	5	-1	3
C=CCNc1nc(NCCO)nc(N2CCCC2)n1	-2	-15	-0.9	0.3	-2.5	0.8	-4	8	1
Going on with the list.
SMILES	EP2 mod	Calpain2 inh	PERK inhibitor	TRPN1 ag	S1P4 ag	TRPML3 ag	Ba/F3 V617F tox	S1P4 antagonist	BaF3 tox
CC(C)(C)NC(=O)c1c(F)c(F)c(F)c(F)c1F	20	18	0.7	0.6	-1.1	0.9	2	-5	6
CCC(C)NC(=O)C(Sc1ccccc1)c1ccccc1 (stereo not given)	-18	-9	0.0	-1.8	0.3	-0.5	-2	-2	10
CCOC(=O)c1cc(C#N)c(N2CCN(c3ccc(OC)cc3)CC2)[nH]c1=O	14	-37	0.1	0.5	0.4	0.9	-2	-3	6
CCOc1ccc(CC(=O)NNC(=S)NCCc2ccccc2)cc1	4	-11	1.0	-0.8	1.7	-0.4	-3	1	1
CC(C)C(=O)N1CCN(CCN=CC2=C(O)CC(c3ccco3)CC2=O)CC1 (stereo not given)	23	-50	1.4	2.0	0.5	0.7	2	11	2
N#CCSc1nnc2ccc3ccccc3n12	-16	-10	1.5	2.5	-1.6	1.0	-4	-26	0
Cn1ncc(Cl)c1C(=O)NCc1ccco1	9	-2	1.2	-0.2	-1.1	0.7	0	4	4
N#CCCN(C(=O)COc1ccc(Cl)cc1Cl)c1ccccc1	-3	0	0.2	2.1	-1.4	1.5	3	-13	7
O=C(CCS(=O)(=O)c1cccc2nonc12)N1CC(=O)N(CCc2ccccc2)C(=O)C1	0	5	-0.1	2.1	0.3	0.8	7	-1	10
COc1ccc(Cn2cc(C(=O)O)c(=O)c3ccccc32)cc1	9	-8	1.2	1.7	-0.9	1.2	-1	6	6
CC(c1ccccc1)n1cnc2ccccc21 (stereo not given)	19	-3	-0.5	-1.6	-1.7	0.0	-1	-39	5
COc1ccc(NC(=O)c2ccccn2)cc1OC	-11	3	0.5	-0.5	0.6	0.7	0	-19	6
Cc1onc(-c2ccccc2)c1C(=O)Nc1sc2c(c1C(N)=O)CCC2	56	-179	-0.8	0.3	1.1	0.1	1	7	4
Cc1[nH]n(C(C)(C)C)c(=O)c1Sc1ccc(Cl)cc1	16	-9	0.4	-0.5	1.3	0.1	-1	7	-1
COCCNC(=O)CN1CCC(NC(=O)Nc2ccc(C(F)(F)F)cc2)CC1	6&-16	11	0.3	1.0	-0.8	0.5	1	-4	11
CN1CC2CCCC3(C1)C(=O)NC1(CCCCC1)N=C23 (stereo not given)	11	5	0.5	-0.4	0.6	0.5	-2	-4	4
Cc1cc(Br)ccc1SCC(=O)OCC(=O)NC1CC1	4	-13	0.7	-0.5	0.6	0.7	0	-5	5
Cc1ccc2nc(N3C(=O)CNC3=S)sc2c1	-9	1	0.1	3.7	0.3	1.3	-1	10	-1
CCOC(=O)C1=CN(C)C=C(C(=O)OCC)C1c1ccsc1	35	i	0.9	-2.1	10	-1.3	-5	-4	0
CCOC(=O)c1cccc(NC(=O)CSc2nnc(-c3ccncc3)n2CCCOC)c1	12	10	-0.7	-1.2	-2.6	-1.0	1	-11	-1

Quoted from the results shown for reference:
SMILES	EP2 mod	Calpain2 inh	PERK inhibitor	TRPN1 ag	S1P4 ag	TRPML3 ag	Ba/F3 V617F tox	S1P4 antagonist	BaF3 tox
CCOC(=O)C1=CN(C)C=C(C(=O)OCC)C1c1ccsc1	35	i	0.9	-2.1	10	-1.3	-5	-4	0
CCOC(=O)c1cccc(NC(=O)CSc2nnc(-c3ccncc3)n2CCCOC)c1	12	10	-0.7	-1.2	-2.6	-1.0	1	-11	-1

Just Ba/F3 V617F tox (2 entries from above):
| SMILES | Ba/F3 V617F tox |
| --- | --- |
| O=C(NC(=S)Nc1ccc(CN2CCCCC2)cc1)c1ccco1 | 2 |
| CN(C)c1nnnn1-c1ccc(Cl)cc1 | 0 |
